Screens deposited in PubChem BioAssay by several laboratories.
cardiac RTF act: cardiac RTF calcium sensitization; activation, % at 7.2 µM; 340,000 tested, 0.24% active; AID 493008; IANBD-labeled TnC RTF fluorescence at EC20 calcium; 0% EC20 calcium, 100% full calcium;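 active = activation above the mean over all tested compounds plus 3 SD, cut at about 30% in these data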;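 note: rise in fluorescence read as greater calcium sensitivity of cardiac thin filaments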
OPRM1-OPRD1 inv: inverse agonists of human mu-delta opioid receptor heterodimerization; cell-based MOR-DOR heterodimer luminescence, inverse agonism; 340,000 tested, 0.21% active; inhibition, % at 9.3 µM; AID 504357; P35372+P41143; in the data active = inhibition above about 22%, passing the limit was not always enough;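 note: 0% = cells with DMSO and 100% = wells without cells with DMSO; values of inactives mirror those of a sister screen read the other way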
Arrestin-AP2 inh: blocks beta-arrestin peptide binding to AP2 adaptin | FITC-arrestin peptide / GST-AP2 beads, flow cytometry; AP2 beta2 appendage carries R879A mutation | inhibition, % at 10 µM | 340,000 tested, 0.31% active | AID 504490;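 active = inhibition above a set limit, near 3 SD of compounds lacking own fluorescence, cut at about 54% in these data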;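 note: plate controls were DMSO wells for no effect and 5 µM unlabelled arrestin peptide for full effect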
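System: GST-tagged AP2 beta2-adaptin appendage (R879A) on 4 µm glutathione beads / Reagent: FITC-arrestin peptide, 50 nM / Detection: HyperCyt-sampled flow cytometry, FL1 channel, ex 488/em 535 nm / Timing: 12 min plus 1 h, RT / Buffer or medium: PBS plus Tween 20 (0.05%) and BSA (0.1%)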
Keap1-Nrf2 PPI: inhibitors of human Keap1-Nrf2 protein-protein interaction. Q14145. Keap1 Kelch-Nrf2 peptide fluorescence polarization, 1536-well. inhibition, % at 9.4 µM. 340,000 tested, 0.15% active. AID 504523; in the data active = inhibition above about 12%;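 note: human Keap1 Kelch domain with fluorescein labeled Nrf2 9mer peptide probe; 0% = neutral control wells and 100% = peptide positive control; higher means more block of Keap1 binding to Nrf2 peptide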
LANA DNA inh: blocks KSHV LANA C-terminal domain binding to DNA; MBP-C-LANA/FAM-LBS DNA binding, fluorescence polarization; inhibition, % at 9 µM; 340,000 tested, 0.078% active; AID 504423;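 active = highest replicate inhibition at or above 60% at 9 µM, even if other replicates fall short; inactive = all replicates below 60% inhibition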;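 note: 0% = neutral control wells and 100% = 4 µM acridine orange control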
Cardiac RTF inh: cardiac RTF calcium desensitization. IANBD-labeled cardiac RTF, Ca2+ fluorescence. inhibition, % at 7.15 µM. 340,000 tested, 0.12% active;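 active = inhibition above the mean inhibition of all tested compounds plus 3 SD, cut at about 17% in these data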;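 note: assay run at fixed EC70 calcium of 1.6 mM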
V-ATPase pHluor: yeast V-ATPase proton transport regulation by pHLuorin | S. cerevisiae, pHLuorin cytosolic pH fluorescence | response, % at 10 µM | 350,000 tested, 0.37% active | AID 504577; in the data active = response mostly above about 7.3%, no sharp cut-off; inactive = mostly below about 5.4%; note: actives read high; inactives centre near 0; some compounds called inactive have numbers as strong as hits; reference of the scale not given here
Pemphigus Ab inh: blocks pemphigus antibody binding to human desmoglein-3; DSG3-coupled beads, scFv-anti-DSG3-GFP binding, flow cytometry; stronger effect = lower value; binding (percent of control), % at 10 µM; 310,000 tested, 0.48% active; AID 588358;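 active = binding more than 3 SD below its plate's average and above zero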;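 note: hits lower antibody fragment binding to DSG3; some compounds called inactive have numbers as strong as hits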
Target sequence (P32926 whole entry, looked up, the tested form may be a part): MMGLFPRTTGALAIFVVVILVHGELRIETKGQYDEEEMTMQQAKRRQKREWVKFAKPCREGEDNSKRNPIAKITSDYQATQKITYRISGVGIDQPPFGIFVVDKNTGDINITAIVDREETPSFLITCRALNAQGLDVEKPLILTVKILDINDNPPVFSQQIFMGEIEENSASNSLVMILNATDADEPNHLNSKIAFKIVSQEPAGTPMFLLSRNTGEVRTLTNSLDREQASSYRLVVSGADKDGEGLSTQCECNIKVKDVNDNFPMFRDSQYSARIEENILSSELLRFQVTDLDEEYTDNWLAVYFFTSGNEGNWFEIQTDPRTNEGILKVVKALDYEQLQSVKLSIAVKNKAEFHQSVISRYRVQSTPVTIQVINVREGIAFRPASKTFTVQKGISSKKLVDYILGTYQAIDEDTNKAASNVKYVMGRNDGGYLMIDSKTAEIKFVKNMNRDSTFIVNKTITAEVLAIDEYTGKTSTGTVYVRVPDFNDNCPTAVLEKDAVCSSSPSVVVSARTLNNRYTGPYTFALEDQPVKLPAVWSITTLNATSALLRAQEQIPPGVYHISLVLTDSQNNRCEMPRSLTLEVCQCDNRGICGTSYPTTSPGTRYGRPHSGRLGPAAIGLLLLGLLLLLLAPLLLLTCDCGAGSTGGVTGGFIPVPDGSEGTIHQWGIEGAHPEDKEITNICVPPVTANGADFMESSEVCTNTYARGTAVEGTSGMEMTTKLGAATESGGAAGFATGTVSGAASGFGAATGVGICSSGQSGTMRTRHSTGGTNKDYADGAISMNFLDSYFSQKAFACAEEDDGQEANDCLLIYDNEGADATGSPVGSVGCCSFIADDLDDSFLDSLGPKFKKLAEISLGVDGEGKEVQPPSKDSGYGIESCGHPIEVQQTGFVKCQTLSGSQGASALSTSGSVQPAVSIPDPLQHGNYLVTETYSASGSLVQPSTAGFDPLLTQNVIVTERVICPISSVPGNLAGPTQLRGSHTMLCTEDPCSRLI
OPRM1-OPRD1 ag: OPRM1-OPRD1 heterodimerization agonism; cells, luminescence; activation, % at 9.3 µM; P35372+P41143; 340,000 tested, 0.3% active; in the data active = activation above about 18%;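 note: 0% = vehicle-treated cells and 100% = reference agonist; values of inactives mirror those of a sister screen read the other way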
Wnt bcat act: activators of Wnt/beta-catenin signaling. Wnt/beta-catenin reporter cell assay, activator, plate reader. activation, % at 9.35 µM. 300,000 tested, 1.2% active; in the data active = activation above about 30%, passing the limit was not always enough;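 note: 0% = neutral control wells and 100% = positive control wells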
The depositor's hits bear a star; x = no result given. Rows were taken by chance; overall some 3.1% were active at least once.

The line under a structure holds: cardiac RTF act	OPRM1-OPRD1 inv	Arrestin-AP2 inh	Keap1-Nrf2 PPI	LANA DNA inh	Cardiac RTF inh	V-ATPase pHluor	Pemphigus Ab inh	OPRM1-OPRD1 ag	Wnt bcat act
O=C(N/N=C/c1ccco1)c1cc(-c2ccc(Br)s2)[nH]n1
→ -0.3	-4.4	-14.5	-1.2	-1.0	4.5	-3.5	105.6	0.8	-1.2
CCOC(=O)c1ccc2c(c1)[nH]c(=S)n2CC
→ 0.0	0.6	-0.5	2.3	-1.1	0.0	-0.2	91.8	-0.1	9.8
Cc1cccc(NS(=O)(=O)c2cccc(C(=O)Nc3cccc(C(=O)O)c3)c2)c1
→ -1.1	14.6	-3.2	0.5	3.1	-10.9	0.0	104.1	-2.9	2.7
CC1CCC(NC(=O)CN2CCN(S(=O)(=O)c3cccs3)CC2)CC1 (centres undefined)
→ 0.7	6.2	7.4	0.0	-2.2	-8.3	-5.9	103.6	-1.2	-1.6
CC(C)CNS(=O)(=O)c1cc2c3c(c1)CC(=O)N3CCC2
→ 0.3	5.6	7.7	2.6	0.4	-7.4	1.6	104.0	-1.2	0.0
O=C(NNC(=O)C1CCN(C(=O)Nc2ccccc2)CC1)c1ccc(F)cc1
→ 0.4	0.3	2.6	-0.8	-0.7	3.7	1.8	x	-0.1	1.7
Cc1ccc(C(=O)Oc2ccc(C(=S)N3CCOCC3)cc2)cc1
→ -5.3	4.6	5.4	-3.8	-2.2	-1.6	-3.2	109.2	-1.0	-0.2
COc1ccc(-n2ncc3c(NCCCN4CCOCC4)ncnc32)cc1
→ -7.1	10.0	15.1	-4.0	-1.6	2.0	0.4	86.0	-1.8	x
CCO[C@H]1OC(C(=O)Nc2ccccc2)=C[C@@H](c2cn(C(C)=O)c3ccccc23)[C@@H]1CCCO
→ -2.2	3.8	15.6	-0.9	-5.6	5.2	5.0	100.0	-0.7	19.9
CC(C)n1c(-c2cccs2)nc2ccccc21
→ -0.8	8.4	26.6	0.6	-1.7	2.8	3.1	107.7	-1.5	-1.4

Three entries already listed, sorted by their value in Wnt bcat act, rising.
| SMILES | OPRM1-OPRD1 inv | Arrestin-AP2 inh | Keap1-Nrf2 PPI | LANA DNA inh | V-ATPase pHluor | Pemphigus Ab inh | OPRM1-OPRD1 ag | Wnt bcat act |
| --- | --- | --- | --- | --- | --- | --- | --- | --- |
| CC(C)CNS(=O)(=O)c1cc2c3c(c1)CC(=O)N3CCC2 | 5.6 | 7.7 | 2.6 | 0.4 | 1.6 | 104.0 | -1.2 | 0.0 |
| Cc1cccc(NS(=O)(=O)c2cccc(C(=O)Nc3cccc(C(=O)O)c3)c2)c1 | 14.6 | -3.2 | 0.5 | 3.1 | 0.0 | 104.1 | -2.9 | 2.7 |
| CCOC(=O)c1ccc2c(c1)[nH]c(=S)n2CC | 0.6 | -0.5 | 2.3 | -1.1 | -0.2 | 91.8 | -0.1 | 9.8 |

The listing continues.
The line under a structure holds: cardiac RTF act	OPRM1-OPRD1 inv	Arrestin-AP2 inh	Keap1-Nrf2 PPI	LANA DNA inh	Cardiac RTF inh	V-ATPase pHluor	Pemphigus Ab inh	OPRM1-OPRD1 ag	Wnt bcat act
Cc1ccc(S(=O)(=O)N2CCCCC2)cc1NC(=O)Cn1cnnn1
→ -4.2	8.0	-8.1	0.4	-1.6	0.7	-3.8	92.0	-1.5	-1.6
CN(c1ccccc1C(=O)N1CCN(c2ccccc2)CC1)S(C)(=O)=O
→ 2.9	13.4	-0.3	2.4	-1.3	-5.6	3.0	106.4	-2.5	-5.3
CC1(c2ccc(OC(F)F)cc2)NC(=O)N(CC(=O)Nc2ccc(F)cc2)C1=O (centres undefined)
→ 20.6	-11.1	10.3	-2.2	-0.8	-4.8	-0.5	108.5	2.0	-2.8
O=C(NCCC1=CCCCC1)c1cnc2n(c1=O)CCS2
→ -0.5	9.2	-7.9	-2.9	-0.9	2.2	-2.8	108.0	-1.7	13.0
COc1cc(C(=O)OCc2ccccc2C#N)ccc1OCC(=O)N1CCOCC1
→ -3.8	13.0	-3.5	-2.5	-0.7	-8.1	1.8	101.6	-2.5	-3.5
Cc1ccc(C(=O)CCC(=O)OCC(=O)Nc2ccc3[nH]c(=O)[nH]c3c2)cc1
→ 2.8	14.2	-1.6	-4.5	-1.4	-61.9	0.2	95.1	-2.7	0.3
COC(=O)c1cc2c(C)cc3ccc(C)cn3c-2c1C(=O)OC
→ 11.9	7.6	14.2	4.0	8.7	-11.9	6.7	101.9	-1.3	x
COc1ccc(CC2(C)OC(c3ccc([N+](=O)[O-])cc3)=NN2C(C)=O)cc1 (centres undefined)
→ -0.5	-9.8	28.3	1.3	1.2	3.6	-0.2	106.8	1.8	-4.8
O=C(CN1C(=O)c2ccccc2S1(=O)=O)c1ccc(F)c(F)c1
→ 3.9	0.0	-0.7	-3.4	1.3	-2.9	-1.5	x	0.0	10.3
CC(O)/C=C/C1OC(=O)CC1Nc1ccc(C=O)cc1 (centres undefined)
→ 3.8	15.8	-7.6	3.6	0.6	1.4	3.6	100.2	-3.1	-0.6
Cc1cccc(NC(=O)Nc2ccc(C#N)cc2)n1
→ 0.3	-6.7	23.5	-1.4	-0.1	-4.2	-2.9	x	1.2	2.6
COc1ccc(C(=O)Nc2cc(OCc3ccccc3)c(Cl)cc2Cl)cc1
→ 0.1	-10.3	13.4	-2.8	-0.4	-8.4	4.0	x	2.5	x
O=C(CCN1C(=O)/C(=C\c2ccccc2Cl)SC1=S)N1CCN(c2ccccc2)CC1
→ -3.2	11.3	31.3	0.6	-1.1	-4.4	3.5	97.3	-2.5	x
O=C1NC(=S)S/C1=C/c1ccc(OC(=O)c2ccco2)cc1
→ 0.5	15.2	0.2	-4.5	0.4	4.2	4.4	108.0	-2.7	8.7
COc1ccccc1NC(=O)NNC(=O)c1ccc2ccccc2c1O
→ 0.5	9.8	-5.3	-1.9	0.1	6.4	0.0	102.6	-1.8	3.8
CCCCn1c(SCC(=O)Nc2cc(C)on2)nnc1-c1cccs1
→ 7.7	-0.8	-1.1	-0.3	-0.8	2.2	2.9	97.0	0.2	-1.7
Cc1cccc2sc(N(CCCN(C)C)C(=O)CCc3ccccc3)nc12
→ 8.3	-31.5	0.4	-5.7	-1.7	-6.2	-1.6	129.7	5.9	-15.0
CC(C)n1c(NCc2ccc(N(C)C)cc2)nc2ccccc21
→ -0.1	7.2	0.5	-0.4	0.3	-5.2	-4.6	x	-1.8	x
CCCCOC(=O)Nc1nnc(/C=C/c2ccc(OC)cc2)s1
→ 4.1	-9.5	35.5	1.2	0.1	0.9	2.3	126.0	1.7	x
CCOC(=O)C(C)C(C)=O (centres undefined)
→ -3.4	14.3	9.4	-2.1	-2.1	5.2	4.2	102.2	-2.7	x
COc1ccc(NC(=S)NCc2cccs2)cc1
→ 1.1	-2.8	12.6	2.0	3.5	0.6	0.8	101.0	0.5	-0.2
CCCCOc1ccc(C(=O)Nc2ccc(N3CCN(C(C)=O)CC3)cc2)cc1
→ -3.5	13.9	-0.2	0.5	-1.4	-1.0	-1.6	96.9	-2.7	-6.6
COc1ccc(-c2noc(N3CCC(C(=O)Nc4ccccc4OC)CC3)n2)cc1
→ -7.8	5.7	-1.7	0.5	0.7	5.7	-1.7	93.3	-1.0	3.5
COc1cccc(CNc2ccc(S(=O)(=O)Nc3nccs3)cc2)c1O
→ -2.6	18.0	5.7	-1.9	-2.9	3.5	-2.2	103.9	-3.6	x
O=C(CCS(=O)(=O)c1ccc(Cl)cc1)Nc1nc(-c2ccncc2)cs1
→ -8.0	-0.2	19.0	3.7	1.3	-8.8	0.4	96.4	0.0	-0.8
CCN1CCN(C(=S)NC(C)c2ccccc2)CC1 (centres undefined)
→ -3.0	8.5	-3.4	-1.4	-0.5	-6.6	1.2	95.8	-1.6	x
COc1cc(/C=C(\NC(=O)c2ccccc2)C(=O)Nc2cccc(O)c2)c([N+](=O)[O-])cc1OC
→ -5.8	12.4	-8.6	-2.9	-1.0	-20.4	-0.1	103.3	-2.3	x
CCOc1cc(C(=S)N2CCOCC2)ccc1OS(=O)(=O)c1ccc(Br)cc1
→ 0.9	4.7	-1.4	-5.3	4.4	-3.2	1.3	115.1	-0.9	-3.3
CCc1ccc(N/C(SCc2ccccc2C)=C(/C#N)C(=O)NCc2ccco2)cc1
→ -0.1	18.7	0.2	2.6	-1.1	-8.0	-6.7	85.7	-3.7	x
O=C(CN1C(=O)NC2(CCCC2)C1=O)Nc1ccccc1N1CCCC1
→ 1.1	7.3	-7.7	-4.2	-1.3	-5.9	-0.6	103.1	-1.4	1.2
CCOC(=O)C1CCCN(C(=O)c2ccc(S(=O)(=O)Nc3ccccc3OC)cc2)C1 (centres undefined)
→ 5.2	8.4	-4.5	1.1	-0.2	-2.2	-1.7	96.2	-1.9	1.0
O=C(COC(=O)c1cc(-c2ccc(F)cc2)nc2ccccc12)NCC1CCCO1 (centres undefined)
→ -7.0	-3.2	2.8	0.2	0.4	-1.0	0.8	102.5	0.5	x
Cc1cccc(-n2ncc3c(NCc4ccccn4)ncnc32)c1
→ -1.8	-5.9	8.1	0.1	-0.2	-3.4	-0.1	95.7	1.3	x
N#Cc1ccsc1NC(=O)COC(=O)c1cc(Br)ccc1O
→ -0.6	-5.3	0.8	2.7	8.9	-9.8	0.7	92.3	1.1	15.9
CC(=O)Nc1cccc(NC(=O)CSc2nnc3ccc(-c4cccnc4)nn23)c1
→ -0.7	-23.5	0.8	4.1	0.3	-11.0	-5.7	105.7	3.5	-2.4
CC(N=C1NS(=O)(=O)c2ccccc21)C(=O)NCc1ccncc1 (centres undefined)
→ 2.1	7.8	-12.2	2.7	-0.5	-6.2	0.9	103.1	-1.2	-3.6
COc1cc2c(cc1OC)-c1cc(OCc3cccnc3)nc(=O)n1CC2
→ 10.2	-14.7	8.8	-4.7	0.3	0.8	-5.0	150.8	2.6	0.9
